# Screens from PubChem BioAssay.
# All columns: NCI-60 one-dose screen, growth in % after 48 h at 10 µM unless noted; 100 = growth as untreated, 0 = no growth, -100 = all killed.
# ACHN = ACHN renal cancer; AID 1794771; 4.9% of 81,000 active
# OVCAR-8 = OVCAR-8 ovarian cancer | 4.4% of 81,000 active | AID 1794782
# A498 = A498 renal cancer cells; 5.4% of 76,000 active
# IGROV1 = IGROV1 ovarian cancer | AID 1794786 | 4.7% of 79,000 active
# SK-OV-3 = SK-OV-3 ovarian cancer cells | 3.2% of 80,000 active
# RXF 393 = RXF 393 renal cancer cells; 6.9% of 77,000 active
# OVCAR-4 = OVCAR-4 ovarian cancer cells; 3.7% of 80,000 active
# OVCAR-5 = OVCAR-5 ovarian cancer; 2.9% of 82,000 active
# OVCAR-3 = OVCAR-3 ovarian cancer. 7% of 79,000 active
# Active calls of the source: *; x = not tested or not shown; & = joins results of further samples; ! = a repeat was not active. Rule for the calls: active = growth percent below 10; inactive = the rest.
# The opening 2 records, to show the layout:
SMILES,ACHN,OVCAR-8,A498,IGROV1,SK-OV-3,RXF 393,OVCAR-4,OVCAR-5,OVCAR-3
COc1ccc(-c2cc3c(OC)c4c(c(OC)c3oc2=O)OCO4)cc1,103,113,75,116,102,96,101,98,107
CCN(CC)CCC(CNc1ccnc2cc(Cl)ccc12)c1ccc(O)cc1 (centres undefined),98,92,38,78,104,52,91,103,99

# The list itself, from the start:
SMILES,ACHN,OVCAR-8,A498,IGROV1,SK-OV-3,RXF 393,OVCAR-4,OVCAR-5,OVCAR-3
COc1ccc(-c2cc3c(OC)c4c(c(OC)c3oc2=O)OCO4)cc1,103,113,75,116,102,96,101,98,107
CCN(CC)CCC(CNc1ccnc2cc(Cl)ccc12)c1ccc(O)cc1 (centres undefined),98,92,38,78,104,52,91,103,99
COc1ccc(/C=C/C(=O)c2ccc(NC(=O)CSc3nnc(-c4ccc(Cl)cc4)o3)cc2)cc1,114,105,86,105,110,109,99,118,112
Cc1ccc2nc(Nc3nc(C)cc(C)n3)[nH]c2c1,90,100,145,77,87,96,104,115,112
Brc1cc(-c2cc(-c3ccc4c(c3)OCCO4)[nH]n2)cs1,56,52,49,51,63,48,83,76,x
CCCCCCC1(C)NC(=O)NC1=O (centres undefined),108&109&109,92&103&103,85&93&123,114&112&108,94&99&92,120&118,107&112&88,96&103&104,102&108&109
COc1ccc(C2C=C(C)N=C3SC(C)=NN32)cc1 (centres undefined),100,101,96,123,98,109,93,94,121
O=[N+]([O-])c1ccc(-n2[nH]nnc2=S)cc1,102,107,95,91,103,166,92,102,110
CCOC(=O)c1cc(C(=O)c2ccc(OC)c(OC)c2)n2ccc(-c3ccccn3)cc12,30,37,42,55,6.1*,64,x,84,78
CCOC(=O)c1ccc(NCc2ccncc2)cc1,103,89,54,102,82,103,96,109,109
CCN1C(=O)/C(=C2\S/C(=N\Nc3ccccc3)N(C)C2=O)c2ccccc21,99,101,84,63,106,x,97,97,116
Cc1ccc(N(CC(=O)O)S(=O)(=O)c2ccccc2)c(C)c1Cc1cccc(Br)c1,101,103,99,129,110,115,114,106,114
Cc1cc(-c2ccc(N=Nc3c(S(=O)(=O)O)cc4cc(S(=O)(=O)O)cc(O)c4c3O)c(C)c2)ccc1N=Nc1cc(S(=O)(=O)O)c2ccccc2c1O,102,102,112,100,113,106,102,114,110
COc1cc(NCCC2CCCCN2)c2ncccc2c1OC (centres undefined),83,63,113,4.2*,116,111,37,115,5.0*
Cc1cnc(SCc2ccc(Cl)cc2)nc1N(C)C,104,105,92,107,104,107,x,95,109
COc1ccc(CNc2ncnc3c2cnn3C)cc1,104,106,90,105,126,101,110,98,100
Cc1ccc(C(=O)[C@H]2[C@H](c3ccc(O)cc3)NC(=O)N[C@@]2(O)C(F)(F)F)cc1,107,118,125,103,102,110,103,116,107
O=C(NC(C(=O)O)C(O)c1ccccc1)C(Cl)Cl (centres undefined),110,127,113,123,111,114,108,109,108
CCCCCCCCCCCC(=O)OCCCCC,100,96,102,105,110,100,67,93,100
COc1ccc2[nH]c(O)c(N=NC(=O)COc3ccc(-c4nc5ccccc5c(=O)[nH]4)cc3OC)c2c1,99,71,132,104,98,108,97,111,86
Cc1cc2c(cc1-c1cc(/C=C/C(=O)O)ccc1O)C(C)(C)C=CC2(C)C,100,92,95,101,91,103,98,123,103
C#C[C@]1(O)CC[C@H]2[C@@H]3CC=C4c5sc(-c6ccc(C(F)(F)F)cc6)nc5CC[C@]4(C)[C@H]3CC[C@@]21C,90,103,117,102,106,109,119,97,108
O=C(NNC(=O)c1ccc2ccccc2c1)c1cccc(Cl)c1,105,99,98,109,101,112,108,109,109
C=CC(=O)Nc1cccc(C)c1Nc1cc(-c2cccnc2Cc2c(C)c(OC)cc(OC)c2C)ncn1,30,3.2*,-4.9*,43,29,-0.2*,42,57,0.8*
CCCCNC(=S)S,95,104,102,103,89,105,105,92,113
COc1cc2nc(N3CCC[C@@H](NC4=CC(=O)c5ccccc5C4=O)C3)nc(N)c2cc1OC,72,-41*,107,-82*,112,-76*,82,110,-69*
CC(O)COc1ccc(Cl)cc1 (centres undefined),119,102,67,115,99,103,107,100,x
Cc1ccc(C2=Nc3nc4ccccn4c3C(=O)[C@@H]3CCCN23)cc1,94,98,69,100,106,85,98,91,97
COc1ccc(-n2nc(C)c3c(Oc4ccc(NC(=O)Nc5cccc(C(F)(F)F)c5)cc4)ncnc32)cc1,100,96,93,90,91,99,103,96,103
Clc1ccc(-c2csc(N/N=C/c3nc4ccccc4n3C3CC3)n2)cc1,104,99,108,111,108,107,101,100,x
COc1ccc(OC)c(Nc2n[nH]c(-c3cccs3)c2C#N)c1,88,93,94,58,99,88,90,102,96
CCCN=C(N)c1ccc(NC(=O)c2ccc(C(=O)Nc3ccc(C(N)=NCCC)cc3)cc2)cc1,92,96,x,97,96,97,100,95,102
COc1ccc(-n2sc(=O)n(Cc3ccc(CNC(=O)C(C)c4ccc(CC(C)C)cc4)cc3)c2=O)cc1 (centres undefined),101,97,101,103,95,x,97,103,102
CCCCCCCCCCCCCCCCCCOc1cccc(CC(=O)OCCC[N+](C)(C)C)c1,88,82,111,52,111,62,62,88,99
CCN(CC)C(C(=O)NN)c1ccccc1 (centres undefined),102,111,105,100,104,101,92,92,107
O=C(NCCCl)Nc1ncn[nH]1,104,99,93,132,106,102,105,106,117
O=C(CS)OCC(COC(=O)CS)(COC(=O)CS)COC(=O)CS,94,82,104,94,103,99,84,104,109
Nc1ccc(C(=O)Nc2ccc(Nc3ccncc3)cc2)c([N+](=O)[O-])c1,109,109,x,104,x,108,x,107,118
C=CCC(O)c1ccccc1 (centres undefined),112,104,x,112,106,107,109,109,112
COc1ccc(-c2nc(NN)[nH]c(=O)c2Br)cc1,106,100,67,117,113,112,108,121,112
O=c1c2cc3c(cc2nc(C(F)(F)F)n1CCc1c[nH]c2ccccc12)OCO3,85,90,53,85,93,90,43,98,79
CNC(=O)Cn1c2c(sc1=O)[C@H]1[C@@H](O)[C@@H](O)[C@H](O)[C@@H]1CS2,103,107,106,109,92,102,100,102,110
C=CCOC(=O)c1ccccc1C(=O)OCC=C,99,100,106,109,97,101,95,x,116
O=Cc1ccc(/C=C/C(=O)O)cc1,101,99,x,106,112,102,110,101,119
C=CC(=O)Nc1cccc(-c2nc(SC)nc(Nc3cccc(OC)c3)c2C#N)c1,46,42,9.7*,66,73,37,63,103,52
Cc1cc2c3c(c1)c(=O)cc(-c1ccccc1)n3C(C)C2 (centres undefined),110,111,89,109,115,127,101,105,113
N#Cc1c(-c2cccs2)cc(-c2ccc(Br)s2)[nH]c1=O,101,106,x,90,x,114,102,104,116
CCNC(=O)c1[nH]cc(-c2ccccc2)c1-c1ccccc1O,106,98,80,103,88,110,92,90,112
O=C1C(c2c[nH]c3ccccc23)=C(c2c[nH]c3ncccc23)C(=O)N1O,84,95,89,65,82,106,98,92,92
O=C(O)c1ccc(OCCOc2ccc([N+](=O)[O-])cc2)c(Cl)c1,116,99,102,112,104,x,109,106,105
Cc1c(C(=O)O)c(=O)n(-c2ccccc2)n1C,109,103,x,117,107,119,x,110,141
Clc1ccc2c(NCCNCc3cccs3)ccnc2c1,103,88,96,84,86,62,79,101,81
Cc1cc(C)n(/N=C/c2ccco2)c(=O)c1C#N,114,107,108,122,96,112,105,119,113
CC1CCNC(c2ccccc2)C1 (centres undefined),105,109,101,114,120,118,104,111,108
CCCn1c(=S)sc2c(NN)nc(C)nc21,102,108,91,127,102,156,121,98,93
C=C1C(=O)O[C@H]2[C@H]1CC/C(COC(=O)/C=C\C(=O)NCc1ccc(Cn3c(=O)sn(CCI)c3=O)cc1)=C\CC[C@@]1(C)O[C@@H]21,16,58,143,3.6*,133,12,48,78,10
COc1cc(C2CC(c3cc(OC)c(OC)c(OC)c3)=Nc3c(N)nc(N)nc3N2)ccc1Oc1nc(Nc2ccc(F)cc2)nc(N(C)C)n1 (centres undefined),68,59,118,71,107,27,49,105,74
O=C(NC1CCCC1)c1ccc(N2CCC(NCc3cccc(C(F)(F)F)c3)CC2)cc1,98,95,92,94,98,79,89,94,90
CC(OC(=O)OCCOCCOC(=O)OC(C)C(=O)OC1CCCCC1)C(=O)OC1CCCCC1 (centres undefined),92,98,106,115,108,119,97,102,x
COc1cc(Oc2cc(-c3cccnc3)ccc2NC(=O)Nc2ccc(F)cc2F)cc(OC)c1OC,121,93,90,116,89,98,113,117,102

# The listing continues.
SMILES,ACHN,OVCAR-8,A498,IGROV1,SK-OV-3,RXF 393,OVCAR-4,OVCAR-5,OVCAR-3
COc1ccc2c(c1)c(-c1noc(C(=O)c3cn(C)c4ccc(Br)cc34)n1)cn2C,103,96,121,89,100,114,108,107,111
O=C(Nc1cccc(Cl)c1)N(C1CCCCC1)C1CCCCC1,107,97,99,102,99,91,107,106,101
O=C1Nc2ccccc2/C1=C/C(=N/c1nnc(-c2ccccc2)s1)c1ccccc1,-55*,37,106,20,87,27,59,79,-20*
COc1cc(-c2nnc(-c3c(-c4ccccc4)nc4ncccn34)o2)cc(OC)c1OC,91,73,84,102,105,96,92,94,98
Cc1ccc2[nH]c(=O)c3c(c2c1)OC(N)=C(C#N)C31c2cc(Br)ccc2-c2ccc(Br)cc21,62,x,80,40,92,66,21,61,59
COc1ccccc1/C=C/C(=O)/C=C/c1ccccc1OC,-84*,-26*!,-48*!,-46*,5.5*!,-90*,13&21,-6.9*,-37*
N#CC1=C(Cl)NC(c2cccc([N+](=O)[O-])c2)c2sc3c(F)cccc3c21 (centres undefined),91,102,88,76,89,104,101,104,103
CC(=O)N1C(=O)CNC1=S,107,104,x,104,116,111,105,104,122
Cc1cc(C)nc(NS(=O)(=O)c2ccc(N/C(N)=N/c3nccc(-c4cccs4)n3)cc2)n1,95,101,117,73,84,x,94,107,107
O=C(O)c1ccc(-n2cc(CNc3cccc(C(F)(F)F)c3)c(-c3ccc(F)cc3)n2)cc1,82,83,99,89,112,x,101,108,94
N#CC1(Nc2ccc3ccccc3c2)CCCC1,86&86,96&101,96,86&79,89&96,110&109,102&93,91&96,96&97
O=C(Nc1ccc2oc(=O)ccc2c1)c1ccc(-c2ccc(Br)cc2)o1,122,101,102,126,112,112,x,121,125

# 15 compounds from above, ordered by length of the SMILES, ascending:
SMILES,ACHN,OVCAR-8,A498,IGROV1,SK-OV-3,RXF 393,OVCAR-4,OVCAR-5,OVCAR-3
CC1CCNC(c2ccccc2)C1 (centres undefined),105,109,101,114,120,118,104,111,108
CCCn1c(=S)sc2c(NN)nc(C)nc21,102,108,91,127,102,156,121,98,93
COc1ccccc1/C=C/C(=O)/C=C/c1ccccc1OC,-84*,-26*!,-48*!,-46*,5.5*!,-90*,13&21,-6.9*,-37*
O=C(Nc1cccc(Cl)c1)N(C1CCCCC1)C1CCCCC1,107,97,99,102,99,91,107,106,101
O=C(Nc1ccc2oc(=O)ccc2c1)c1ccc(-c2ccc(Br)cc2)o1,122,101,102,126,112,112,x,121,125
O=C1Nc2ccccc2/C1=C/C(=N/c1nnc(-c2ccccc2)s1)c1ccccc1,-55*,37,106,20,87,27,59,79,-20*
COc1cc(-c2nnc(-c3c(-c4ccccc4)nc4ncccn34)o2)cc(OC)c1OC,91,73,84,102,105,96,92,94,98
N#CC1=C(Cl)NC(c2cccc([N+](=O)[O-])c2)c2sc3c(F)cccc3c21 (centres undefined),91,102,88,76,89,104,101,104,103
CC(OC(=O)OCCOCCOC(=O)OC(C)C(=O)OC1CCCCC1)C(=O)OC1CCCCC1 (centres undefined),92,98,106,115,108,119,97,102,x
COc1cc(Oc2cc(-c3cccnc3)ccc2NC(=O)Nc2ccc(F)cc2F)cc(OC)c1OC,121,93,90,116,89,98,113,117,102
O=C(O)c1ccc(-n2cc(CNc3cccc(C(F)(F)F)c3)c(-c3ccc(F)cc3)n2)cc1,82,83,99,89,112,x,101,108,94
Cc1cc(C)nc(NS(=O)(=O)c2ccc(N/C(N)=N/c3nccc(-c4cccs4)n3)cc2)n1,95,101,117,73,84,x,94,107,107
Cc1ccc2[nH]c(=O)c3c(c2c1)OC(N)=C(C#N)C31c2cc(Br)ccc2-c2ccc(Br)cc21,62,x,80,40,92,66,21,61,59
COc1cc(C2CC(c3cc(OC)c(OC)c(OC)c3)=Nc3c(N)nc(N)nc3N2)ccc1Oc1nc(Nc2ccc(F)cc2)nc(N(C)C)n1 (centres undefined),68,59,118,71,107,27,49,105,74
C=C1C(=O)O[C@H]2[C@H]1CC/C(COC(=O)/C=C\C(=O)NCc1ccc(Cn3c(=O)sn(CCI)c3=O)cc1)=C\CC[C@@]1(C)O[C@@H]21,16,58,143,3.6*,133,12,48,78,10
